KDM5B inh – inhibitors of human KDM5B histone demethylase | KDM5B demethylase, FDH-coupled NADH fluorescence (FDH is formaldehyde dehydrogenase) | Potency, µM (doses to about 57.7 µM), inactives show top-dose activity change, negative = inhibition, most hits filed as inhibitors | 220,000 tested, 2.6% active; active = well fitted inhibition curve with a large enough effect; inconclusive = small, poorly fitted or top-dose-only effect; inactive = no such curve, though single readings can be large or run the other way; note: 0% is about no effect; nearly all actives have a fitted effect of over 70% in size
Target sequence (Q9UGL1 whole entry, looked up): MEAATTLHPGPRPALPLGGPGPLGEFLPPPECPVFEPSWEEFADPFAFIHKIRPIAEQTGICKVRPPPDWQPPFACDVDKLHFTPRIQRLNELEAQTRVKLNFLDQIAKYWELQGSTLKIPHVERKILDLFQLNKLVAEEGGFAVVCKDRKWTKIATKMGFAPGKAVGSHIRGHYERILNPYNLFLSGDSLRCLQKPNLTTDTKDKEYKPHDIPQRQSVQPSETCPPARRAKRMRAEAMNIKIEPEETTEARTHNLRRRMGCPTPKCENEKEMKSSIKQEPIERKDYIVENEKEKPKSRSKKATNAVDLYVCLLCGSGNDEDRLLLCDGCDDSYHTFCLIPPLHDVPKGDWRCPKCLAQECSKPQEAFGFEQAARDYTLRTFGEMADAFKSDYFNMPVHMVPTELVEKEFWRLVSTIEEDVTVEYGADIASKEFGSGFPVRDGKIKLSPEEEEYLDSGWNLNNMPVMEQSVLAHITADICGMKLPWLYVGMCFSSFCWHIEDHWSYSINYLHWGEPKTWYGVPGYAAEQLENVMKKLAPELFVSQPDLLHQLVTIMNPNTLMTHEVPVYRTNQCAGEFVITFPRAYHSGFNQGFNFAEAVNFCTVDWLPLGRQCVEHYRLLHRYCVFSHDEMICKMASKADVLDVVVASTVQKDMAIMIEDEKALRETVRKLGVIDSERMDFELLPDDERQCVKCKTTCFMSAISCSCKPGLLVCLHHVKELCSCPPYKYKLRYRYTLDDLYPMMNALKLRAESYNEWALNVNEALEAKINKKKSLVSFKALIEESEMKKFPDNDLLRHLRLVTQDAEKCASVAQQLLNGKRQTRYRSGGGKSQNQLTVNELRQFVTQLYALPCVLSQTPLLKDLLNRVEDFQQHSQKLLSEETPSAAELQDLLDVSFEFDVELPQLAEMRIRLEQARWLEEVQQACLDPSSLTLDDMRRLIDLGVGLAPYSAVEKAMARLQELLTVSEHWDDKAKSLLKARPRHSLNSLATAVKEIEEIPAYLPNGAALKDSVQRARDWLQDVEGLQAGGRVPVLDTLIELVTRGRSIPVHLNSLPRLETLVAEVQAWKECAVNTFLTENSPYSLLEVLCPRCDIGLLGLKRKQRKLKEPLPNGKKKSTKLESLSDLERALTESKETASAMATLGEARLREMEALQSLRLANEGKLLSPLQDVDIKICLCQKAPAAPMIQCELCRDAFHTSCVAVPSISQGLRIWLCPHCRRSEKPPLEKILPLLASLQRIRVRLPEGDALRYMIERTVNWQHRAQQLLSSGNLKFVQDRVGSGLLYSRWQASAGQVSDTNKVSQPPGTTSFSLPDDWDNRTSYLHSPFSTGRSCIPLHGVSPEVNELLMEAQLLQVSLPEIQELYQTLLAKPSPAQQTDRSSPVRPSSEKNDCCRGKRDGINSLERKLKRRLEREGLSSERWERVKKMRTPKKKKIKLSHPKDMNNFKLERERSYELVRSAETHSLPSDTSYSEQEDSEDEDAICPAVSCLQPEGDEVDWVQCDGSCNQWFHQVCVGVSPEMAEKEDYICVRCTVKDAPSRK
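Measured: NADH fluorescence change, 30 min, RT. System: KDM5BΔAP 200 nM final, H3K4me3 peptide, α-KG, Fe(II), ascorbate, NAD⁺ plus FDH, pH 7.5 HEPES. Compounds: titrated, 10 min pre-incubation with enzyme.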
* hit, by the source's call; ? = inconclusive; & = joins results of further samples; [ ] = remark or other dose. Potency is the fitted concentration of half-maximal effect.

Sample of the layout, 15 compounds:
SMILES | KDM5B inh
CCOC(=O)C(=O)N1CCN(c2nc(C)c3c(c2C#N)CCCC3)CC1 | ?
COc1cc(C(=O)CSc2nccn2C)cc(OC)c1OC | 2.3%
CCC1(O)CCC12CCN(C(=O)c1ccco1)CC2 (stereo not drawn) | 8.4%
COc1ccc([C@@H](NC(=O)Cc2csc(C(C)=O)c2)C2CC(O)C2)cn1 (stereo partly drawn) | 33.5%[activator]
Cc1noc(C)c1-c1cc2c(cc(-c3ccccc3)n2C)c(N2CCOCC2)n1 | 22.4µM*
NC(=O)[C@@H]1CN(Cc2ccco2)C[C@H]1COc1ccccc1 | -2.6%
CCN(CC)C(=O)c1sc2c(c1C)c(=O)n(-c1ccc(Cl)c(Cl)c1)c(=O)n2CC(=O)Nc1cccc(OC)c1 | -10.9%
Cc1cc(C)cc(NC(=O)NCc2noc3ccccc23)c1 | 14.9%
COc1cccc(-c2nc(C)c(C(=O)NCc3ccc(C(=O)O)cc3)s2)c1 | ?
COc1cc(C2CC(=O)Nc3nc(C)[nH]c(=O)c32)ccc1OCc1ccccc1 (stereo not drawn) | -10.6%
CN(C)C(=O)c1ccc(NC(=O)COC(=O)C2CCN(c3ccc(C(F)(F)F)cn3)CC2)cc1 | ?
COc1cccc(CC(=O)N2CCC(c3n[nH]c(=O)n3-c3ccccc3)CC2)c1 | -9.8%
O=C1C2C3CC(C(Br)C3Br)C2C(=O)N1CC1CCCO1 (stereo not drawn) | 22.1%
COC1C(=O)N(c2cccc(F)c2)C12CCN(C(=O)C1(c3ccccc3)CC1)CC2 (stereo not drawn) | -1.0%
NC(=O)c1ccc(C(=O)N/N=C/c2cccc(Oc3ccccc3)c2)cc1 | -17.0%

Results, from the start:
SMILES | KDM5B inh
CCOC(=O)C(=O)N1CCN(c2nc(C)c3c(c2C#N)CCCC3)CC1 | ?
COc1cc(C(=O)CSc2nccn2C)cc(OC)c1OC | 2.3%
CCC1(O)CCC12CCN(C(=O)c1ccco1)CC2 (stereo not drawn) | 8.4%
COc1ccc([C@@H](NC(=O)Cc2csc(C(C)=O)c2)C2CC(O)C2)cn1 (stereo partly drawn) | 33.5%[activator]
Cc1noc(C)c1-c1cc2c(cc(-c3ccccc3)n2C)c(N2CCOCC2)n1 | 22.4µM*
NC(=O)[C@@H]1CN(Cc2ccco2)C[C@H]1COc1ccccc1 | -2.6%
CCN(CC)C(=O)c1sc2c(c1C)c(=O)n(-c1ccc(Cl)c(Cl)c1)c(=O)n2CC(=O)Nc1cccc(OC)c1 | -10.9%
Cc1cc(C)cc(NC(=O)NCc2noc3ccccc23)c1 | 14.9%
COc1cccc(-c2nc(C)c(C(=O)NCc3ccc(C(=O)O)cc3)s2)c1 | ?
COc1cc(C2CC(=O)Nc3nc(C)[nH]c(=O)c32)ccc1OCc1ccccc1 (stereo not drawn) | -10.6%
CN(C)C(=O)c1ccc(NC(=O)COC(=O)C2CCN(c3ccc(C(F)(F)F)cn3)CC2)cc1 | ?
COc1cccc(CC(=O)N2CCC(c3n[nH]c(=O)n3-c3ccccc3)CC2)c1 | -9.8%
O=C1C2C3CC(C(Br)C3Br)C2C(=O)N1CC1CCCO1 (stereo not drawn) | 22.1%
COC1C(=O)N(c2cccc(F)c2)C12CCN(C(=O)C1(c3ccccc3)CC1)CC2 (stereo not drawn) | -1.0%
NC(=O)c1ccc(C(=O)N/N=C/c2cccc(Oc3ccccc3)c2)cc1 | -17.0%
CCCNC(=O)N(C1CCOCC1)C1CCN(C(=O)Cc2ccccc2Cl)CC1 | -5.0%
Cc1c(OCC(=O)Nc2ccccc2)c(=O)ccn1CCO | -1.2%
COC(=O)c1c(C)[nH]c(C(=O)OC(C)C(=O)NC2CC2)c1C (stereo not drawn) | 7.1%
O=C(CCc1nc2sc3c(c2c(=O)[nH]1)CCC3)NCc1ccccc1 | 17.8%
CCc1ccc(S(=O)(=O)c2c(C(=O)c3ccccc3)cnc3ccc(CC)cc23)cc1 | -12.0%
COc1ccc(-n2cc(CN3CCN(C)C(C)C3)c(-c3cccc(F)c3)n2)cc1 (stereo not drawn) | 25.1µM*
CCOCCCNC(=O)CCc1cc2cc(C)ccc2[nH]c1=O | ?
COc1ccc(-c2nccc3c(=O)cc(-c4cccnc4)oc23)cc1OC | -8.0%[86.2 µM]
O=C(N/N=C/c1cccnc1)c1ccccc1Cl | 25.6%
CC(C)c1nc2cc(NC(=O)c3n[nH]c(=O)c4ccccc34)ccc2o1 | -8.5%
O=C(CS(=O)(=O)c1cccc2nsnc12)NCc1ccccc1 | 6.9%
COc1cccc(CN2CCOC[C@H](Oc3ccc(S(C)(=O)=O)cc3)C2)c1 | 9.8%[86.2 µM]
Cc1ccc(CNC(=O)C(CC(C)C)NS(=O)(=O)c2ccc3c(c2)oc(=O)n3C)cc1 (stereo not drawn) | -25.8%
Cc1ccc(NC(=O)Cn2cnnc2C#N)cc1Cl | -13.0%
O=C(c1cccs1)N1CCCC(c2noc(COc3ccccc3F)n2)C1 (stereo not drawn) | -4.9%
Cc1ccc(CN2CCCCCCNC(=O)CC2c2ccccc2)s1 (stereo not drawn) | -14.1%
Cc1ccc2nc(C)cc(C(=O)N3CCCC(N4CCN(c5ccccc5C)CC4)C3)c2c1 (stereo not drawn) | 1.4%
CN1CCN(c2ccc(S(=O)(=O)N3CCOCC3)cc2NC(=O)CCc2ccccc2)CC1 | 20.9%
N#Cc1ccccc1NC(=O)C(=O)NCC(c1cccnc1)N1CCc2ccccc21 (stereo not drawn) | 20.4%
O=C(Nc1cc(=O)[nH]c2nc(CCc3ccccc3)nn12)c1ccccc1Cl | -13.6%
COC(=O)c1c(C)[nH]c(C(=O)OC(C)C(=O)NC2CCCCC2)c1C (stereo not drawn) | 9.3%
COc1ccc(NC(=O)c2cccn2-c2nnc(N3CCCCC3)s2)c(OC)c1 | -16.0%
Cc1nnc(NC(=O)C2CC(=O)N(C(C)c3ccccc3)C2)s1 (stereo not drawn) | 2.7%
COc1cc(OC)c(NC(=O)c2nn(C)c3c2COc2ccccc2-3)cc1Cl | -4.6%
CCn1ncc(N2CCC(NC(=O)CN(C)C)CC2)cc1=O | 14.1%
CC(C)NC(=O)N1CCCC(c2noc(COc3ccccc3)n2)C1 (stereo not drawn) | 0.3%
CC(C)c1noc(-c2cccn3c(CNC(=O)c4ccc(F)c(F)c4)nnc23)n1 | 11.2µM*
Cc1ccc(N2C(=O)CSC23C(=O)N(CC(=O)NCc2ccccc2)c2ccccc23)cc1 (stereo not drawn) | -9.3%
COCCc1noc(C2Cc3ccccc3N2C(=O)Cc2ccc(OC)c(OC)c2)n1 (stereo not drawn) | -27.3%
Cc1ccccc1-n1c(SC(C)C(=O)c2ccc(Cl)cc2)nnc1N1CCOCC1 (stereo not drawn) | 9.7%
CCN1C(=O)C2CC3(CCN(Cc4cccn4C)CC3)CN2C1=O (stereo not drawn) | ?
CCOc1cc(=O)n2c(c1C(=O)NCc1cccnc1)CCCCC2 | -4.2%
c1ccc(COc2cccc(CNC3CC3)c2)cc1 | -6.0%
O=C(NCc1cccc(OC(F)F)c1)c1ccccc1-n1cnnn1 | 11.7%
COc1ccc(-n2nnnc2C(C)(C)Nc2ccc(C(C)C)cc2)cc1OC | 16.9%
CC(C)(C)OC(=O)N1CCC(c2c(C(=O)N3CCOCC3)cnn2-c2ccccc2Cl)CC1 | 6.9%
O=C(COc1ccc(-c2nnc3n2CCCC3)cc1)NCc1ccc2c(c1)OCO2 | -12.9%
O=C(c1ccc(N2C(=O)c3ccccc3C2=O)cc1)N1CCCCC1 | 6.2%
Cc1ccc2nc(COc3ccccc3C(=O)O)cn2c1 | ?
CN(C)CCN(C)[C@@H]1[C@H](O)[C@H](CO)O[C@@H]1CNC(=O)Nc1ccc(OC(F)(F)F)cc1 | -11.2%
COc1ccccc1C(=O)N1CCC2(CC1)CC(=O)Nc1ccccc1O2 | 6.5%
CCOC(=O)c1c(C)[nH]c(C(=O)C(C)N(C)Cc2ccccc2Cl)c1C (stereo not drawn) | ?
Cc1nc2ccccc2c(C)c1C(=O)NC1CCCCC1 | 7.3%
Cc1cccc(-n2ccnc2SCC(=O)Nc2cc(C(F)(F)F)ccc2Cl)c1 | -43.2%
N#Cc1cccc(-c2cn3c(n2)N(C(=O)c2ccccc2F)CCC3)c1 | 20µM*
(continued)
SMILES | KDM5B inh
CC(C)=CCN1CCN(Cc2ccccc2)CC1 | 15.7%
Cc1[nH]c(=O)[nH]c(=O)c1CCC(=O)Nc1nc(C(C)(C)C)cs1 | -14.3%
O=C(c1ccccc1)N1CCN(c2nc3ncccc3o2)CC1 | ?
CCOC(=O)c1sc(NC(=O)CCCC(=O)O)c(C#N)c1C | -42.9%
Cc1ccc(CNC(=O)C2CCN(C(=O)c3cc4c(=O)[nH]c(C)cn4n3)CC2)cc1 | -10.4%
COc1ccccc1C(=O)N1CCc2nc(C(C)C)nc(-c3ccc(O)cc3)c2C1 | 17.7%
COCCC(=O)N[C@H]1CC[C@]2(C)CC[C@@H]([C@H](C)C(=O)NCc3ccco3)[C@H](O)[C@H]2[C@@H]1C | ?
Cc1ccc(Cl)cc1N1CCN(C(=O)c2cc(S(=O)(=O)N3CCCC3)cn2C)CC1 | -24.6%
CN(Cc1ccc(Cl)c(Cl)c1)C(C(=O)NC1CC1)c1ccccc1 (stereo not drawn) | 0.7%
Cn1cc(C(=O)N2CCN(C(=O)C3CCCCC3)CC2)c2ccccc21 | 6.2%
Cc1ccc2c(=O)cc(C(=O)N3CCOC34CCN(C)CC4)oc2c1 | 8.7%
CC1=C[C@@H](CC#N)[C@H](C(C)C)C[C@H]1CC(=O)NCc1ccc(C(F)(F)F)cc1 | -5.8%[86.2 µM]
COCCN1CCC(N2CCN(C(=O)c3ccc(C)cc3)CC2)C1=O (stereo not drawn) | 19.5%
CCOC(=O)C1=C(CN2CCN(c3ccccc3F)CC2)NC(=O)NC1c1ccc(Cl)cc1 (stereo not drawn) | -11.2%
CC(C)NC(=O)CN(C)CC(O)COc1ccccc1F (stereo not drawn) | 13.5%
O=C(CCn1nc(-c2ccccc2)c2ccccc2c1=O)N1CCCC1 | 1.6%
O=C(Cc1ccccn1)NCC1COc2ncncc2C(=O)N1Cc1ccccc1 (stereo not drawn) | ?
Cc1nnc(NC(=O)c2nc(SC(C)C)ncc2Cl)s1 | -7.3%
Cc1ccccc1S(=O)(=O)N1CCCC(Cc2noc(-c3cnccn3)n2)C1 (stereo not drawn) | -10.7%
O=C(c1ccccc1Cl)N1CCN(c2nc3ncccc3o2)CC1 | 20µM*
FC(F)(F)c1ccccc1CN1CCC2(CC1)CC(c1ccccc1)=NO2 | -3.1%
COc1ccc2cc(C(=O)NCC3COc4ccccc4O3)c(C)nc2c1 (stereo not drawn) | ?
CNC(=O)[C@@H](c1ccccc1OC)N1CCC[C@H]1C(=O)N(C)CCN(C)C | 4.3%[86.2 µM]
O=C(CSc1ccccc1)N1CCc2c([nH]c3ccccc23)C1c1ccc(Cl)cc1 (stereo not drawn) | -26.7%
COc1cc(F)ccc1NS(=O)(=O)c1cc(C(=O)O)ccc1OC | -6.1%
COCCn1nc2n(c1=O)CCN(C(=O)c1ccc(Br)o1)CC2 | -27.1%
CCc1nnc(SCc2nc(-c3ccc(OC)cc3)oc2C)c2cc3sccc3n12 | -26.2%
O=C(Cn1nc2c(cc1=O)CCCC2)Nc1nc(-c2cccnc2)cs1 | -13.8%
Cc1ccc(CCNC(=O)c2cc3sccc3n2Cc2ccc(C)cc2)cc1 | -15.5%
COc1cc(-c2nnc(SCCOc3cc(C)cc(C)c3)o2)cc(OC)c1OC | -5.4%
Cc1cc(Nc2ccc(Cl)cc2C)nc(-n2nc(C)cc2C)n1 | 6.1%
CN1CCN(CCNC(=O)c2ccc(-c3ccc(N4CCCCCC4)nc3)cc2)CC1 | 22.4µM*
O=C(c1ccc(C(F)(F)F)cc1)N1CC[C@H]2COC(=O)N2c2cc(F)ccc2C1 | -9.6%[86.2 µM]
Cc1nc(-c2ccccc2OC2CN(C(=O)c3cnn(C)c3)C2)no1 | -16.2%
CC(C)(C)c1ccc(C(=O)Cn2nc(C(=O)O)c3ccccc3c2=O)cc1 | 8.5%
CCn1cc(CN2CCC(n3nccc3NC(=O)Cc3ccccc3)CC2)cn1 | 12.3%
O=C(Cn1cc(/C=C2\NC(=O)NC2=O)c2ccccc21)Nc1ccccc1 | 5.0%
CCOC(=O)CNC(=O)CSc1cn(CC(=O)N2CCCCCC2)c2ccccc12 | 16.0%&-38.8%
O=C(NCCCN1CCCC1=O)C1Cn2cccc2C(=O)N1Cc1ccccc1 (stereo not drawn) | -6.7%
Cc1ccccc1C(=O)NCc1coc(-c2cccs2)n1 | ?
Cn1c(=O)c2c(nc(Cl)n2Cc2ccccc2Cl)n(C)c1=O | 13.7%
O=C(/C=C/c1cccc([N+](=O)[O-])c1)OCC(=O)c1ccc(OC(F)F)cc1OC(F)F | 27.3%
CC(C)(C)NC(=O)CCN(/N=C/c1ccncc1)C1=NS(=O)(=O)c2ccccc21 | ?
Cc1ccc(C)c(N2CCN(CCCNC(=O)c3ccc4nc(N5CCCCC5)sc4c3)CC2)c1 | 10.1%
COc1ccc(Cl)cc1C1CC(=O)Nc2cc3c(cc21)OCCO3 (stereo not drawn) | 6.0%
Cc1cc(Br)ccc1SCC(=O)NNC(=O)c1ccco1 | -0.3%
O=C(NCCc1ccccc1)NC1CCN(C(=O)N2CC3CC(C2)[C@H]2CCCC(=O)N2C3)CC1 (stereo partly drawn) | -13.6%
Cc1ccc(NCC(=O)Nc2cc(Cl)ccc2-n2cncn2)cc1F | 3.5%
COC(=O)c1ccc2nc(C[C@@H]3C[C@@H](C(C)C)[C@H](CNC(=O)c4cccnc4)C=C3C)[nH]c2c1 | -18.3%
CC(C)(C)CC(=O)Nc1sccc1C#N | 25.8%
COc1cccc(-c2cnc([C@@H]3COCCN3Cc3ccc(NC(C)=O)cc3)[nH]2)c1 | -16.8%[86.2 µM]
COCCn1c(C)nnc1-c1cc(Nc2ccccc2)ccn1 | 16.4%[86.2 µM]

Screening results (PubChem BioAssay)

These rows are one share of the data. The share of hits here may be higher or lower than overall.
